miR-122 sensor – miR-122 Renilla sensor signal increase in Huh7, primary screen, miR-122 inhibitor project, cell-based, single point, plate reader; Huh7 miR-122 Renilla luciferase sensor, 48 h; neutral wells = 0, positive control = 100; activation (reporter increase), % at 12.5 µM; AID 602342, 2012; 0.3% of 340,000 active;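 active = mean replicate activation score at least 90 and every replicate individually at or above 90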;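 also: higher luciferase means less miR-122 activity so hits act as miR-122 inhibitors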
Starred values were filed as active, the others as inactive. An excerpt; rates above refer to the full screens.

Cc1ccc(Sc2cnn(-c3ccccc3)c(=O)c2Cl)cc1 was read as miR-122 sensor -4.
Screening CNc1nc(Oc2ccc(=O)n(C)n2)nc(N2CCOCC2)n1 returned miR-122 sensor 2.
CC(C)(C)n1nnnc1C(c1ccc(Cl)cc1)N1CCSCC1 (configuration not stated) was read as miR-122 sensor 8.
O=C(COc1cccc(-n2cnnn2)c1)NCCC1=CCCCC1 was read as miR-122 sensor -13.
CCN(C1CCCCC1)S(=O)(=O)c1ccc(S(=O)(=O)NCCc2ccncc2)cc1 was read as miR-122 sensor 49.
Screening CC(=O)NC1(c2ccccc2)CCN(c2nc(C)cc(C)n2)CC1 returned miR-122 sensor -5.
Nn1c(SCc2nc3ccccn3c2Br)nnc1-c1cccnc1 was read as miR-122 sensor -2.
Screening COc1ccc(C(=O)c2ccc(N(C)C)cc2)c2ccccc12 returned miR-122 sensor 59.
CSc1nsc(SCc2ccc(F)cc2)n1 was read as miR-122 sensor -3.
Cc1ccc2c(c1)Sc1ccccc1CC2=O was read as miR-122 sensor 61.
`Brc1c(CSc2nnc(-c3ccco3)o2)nc2ccccn12` gave miR-122 sensor -2.
CC(C)N1C(=S)SC(C)(C)C1NO (configuration not stated) was read as miR-122 sensor 3.
For CN(C)c1ccc(N2C(=O)CC(Nc3ccc(N4CCOCC4)cc3)C2=O)cc1 (configuration not stated) the results were miR-122 sensor -5.
For CN(C)/N=C/c1c(O)ccc2ccccc12 the results were miR-122 sensor 2.
For COC(=O)CSc1ccc(-c2nc3ccc(C)cc3[nH]2)cn1 the results were miR-122 sensor 0.
O=C(CN1C(=O)COc2ccccc21)c1cccc(Cl)c1 was read as miR-122 sensor 3.
`CC(C)(CO)NS(=O)(=O)c1ccc2c(c1)oc(=O)c1cc(S(=O)(=O)NC(C)(C)CO)ccc12` gave miR-122 sensor 1.
CC(=O)Nc1ccc(NC(=S)Nc2ccccc2)cc1 was read as miR-122 sensor 2.
Screening CCCC(O)(c1ccc(OC)cc1)C(CN(C)C)c1ccccc1 (configuration not stated) returned miR-122 sensor -5.
`O=c1c2c([nH]c3ccc(Br)cc13)CCCC2` gave miR-122 sensor 4.
Screening Cc1ccc(S(=O)(=O)NC(CC(=O)n2nc(C)cc2C)c2ccccc2)cc1 (configuration not stated) returned miR-122 sensor -1.
Screening Cc1ccc(C(=O)NC(=S)Nc2cc(C(F)(F)F)ccc2Cl)cc1 returned miR-122 sensor 6.
`COc1ccc(C(=O)CSc2nnc(CNC(=O)c3ccc(OC)c(OC)c3)n2C)cc1` gave miR-122 sensor -2.
Screening CC(C)(C)C(=O)Nc1ccccc1C(=O)Nc1cccnc1 returned miR-122 sensor 2.
`Cc1ccccc1CN1CCN(C/C=C/c2ccccc2)CC1` gave miR-122 sensor 2.
CCOC(=O)C1=C(N)Oc2cc(C)n(CCc3ccc(OC)c(OC)c3)c(=O)c2C1c1cccnc1 (configuration not stated) was read as miR-122 sensor -7.
CCN1c2ccccc2N(C)C1(C)c1ccccc1 (configuration not stated) was read as miR-122 sensor -3.
`CNCCOCC(O)CSc1ccccc1` (configuration not stated) gave miR-122 sensor 52.
`CC(C)c1c(O)nc(SCC(=O)N2CCOCC2)[nH]c1=O` gave miR-122 sensor -1.
For COC(=O)CNC(=O)Cn1ccc2ccccc2c1=O the results were miR-122 sensor -5.
`COc1ccc(NC(=O)c2cccc(NC(=O)C3C4CC5OC(=O)C3C5C4)c2)c(OC)c1` (configuration not stated) gave miR-122 sensor 30.
Screening CCN(CC)c1ccc(C2C(C(=O)OCCOC)=C(C)NC3=C2C(=O)CC(C)(C)C3)cc1 (configuration not stated) returned miR-122 sensor 95*.
COCCNC(=O)COc1ccc(Br)cc1Cl was read as miR-122 sensor -6.
For C/C(Cl)=C/Cn1c(SCCN2CCOCC2)nc2c1c(=O)[nH]c(=O)n2C the results were miR-122 sensor -3.
Screening COc1cc(C(c2nnnn2C(C)(C)C)N2CCN(c3nc4ccccc4s3)CC2)ccc1O (configuration not stated) returned miR-122 sensor -5.
CC(C)[C@H](NC(N)=O)C(=O)Nc1ccc2c(c1)CCC2 was read as miR-122 sensor -3.
Cc1cc(O)cc(O)c1-c1onc(C(F)(F)F)c1-c1cscn1 was read as miR-122 sensor -2.
`O=C(Nc1nc2ccccc2n1CCOc1ccccc1)c1ccco1` gave miR-122 sensor 12.
`CN(Cc1cnn(C)c1)C(=O)c1cc2ccccc2oc1=O` gave miR-122 sensor -4.
For CC(C)(C)n1nnnc1C(c1ccccc1F)N1CCN(C2CCCC2)CC1 (configuration not stated) the results were miR-122 sensor 0.

Grouped by structure, those above with a CF3 group.
Screening Cc1ccc(C(=O)NC(=S)Nc2cc(C(F)(F)F)ccc2Cl)cc1 returned miR-122 sensor 6.
Cc1cc(O)cc(O)c1-c1onc(C(F)(F)F)c1-c1cscn1 was read as miR-122 sensor -2.

(next part)
`COCON1C(=O)CN(C(C)=O)C1c1ccc(Cl)cc1Cl` (configuration not stated) gave miR-122 sensor 1.
For CN(Cc1ccccc1)C(=O)CCCn1c(=O)[nH]c2cc(Cl)ccc2c1=O the results were miR-122 sensor 1.
Screening CCNC(=O)C1(C)CCCN(Cc2cccc(Oc3ccccc3)c2)C1 (configuration not stated) returned miR-122 sensor -2.
For CCOC(=O)c1cc(C)n(Cc2ccc(OCC)c(OC)c2)c1C the results were miR-122 sensor 6.
`OC(CNc1ccccc1)COc1ccc(OCC(O)CNc2ccccc2)cc1` (configuration not stated) gave miR-122 sensor -5.
For CC(C)(C)C1CCC2(CC1)NC(CO)(CO)CO2 (configuration not stated) the results were miR-122 sensor -3.
`CCCn1c(-c2ccccc2)nc2c(=O)n(C)c(=O)[nH]c21` gave miR-122 sensor 0.
`COc1ccc(N2CCN(S(=O)(=O)c3cccc4nsnc34)CC2)cc1` gave miR-122 sensor -2.
For COC(=O)CSC1=NS(=O)(=O)c2ccccc21 the results were miR-122 sensor -3.
`CCc1nnc(NC(=O)CSc2nnc(-c3ccco3)n2CC)s1` gave miR-122 sensor -5.
`COCCN(C(=O)Cc1cccs1)C(C(=O)NCc1ccc(OC)cc1)c1ccc(C)cc1` (configuration not stated) gave miR-122 sensor 19.
For COc1ccc(N(C(=O)c2ccco2)S(=O)(=O)c2cc(Cl)c(Cl)cc2Cl)cc1 the results were miR-122 sensor 134*.
COc1cccc(C(c2nnnn2Cc2ccc(F)cc2)N2CCC(C(N)=O)CC2)c1OC (configuration not stated) was read as miR-122 sensor 32.
O=C1CCSc2ccc(Cl)cc2N1Cc1ccc(Cl)cc1 was read as miR-122 sensor -5.
COc1ccc(C(=O)n2nc(-c3ccc(Cl)cc3)nc2N)cc1OC was read as miR-122 sensor 4.
For CCOC(=O)c1nnc(-c2ccc(C)cc2)nc1Sc1ccccc1Cl the results were miR-122 sensor -10.
`COc1ccc(S(=O)(=O)N(C)CC(=O)Nc2ccccc2C(F)(F)F)cc1OC` gave miR-122 sensor -1.
CC(C)Cn1c(SCC(=O)c2c(N)n(C)c(=O)n(C)c2=O)nc2ccccc21 was read as miR-122 sensor -2.
Screening CC(C(=O)NC1=NCCS1)N1C(=O)C2CC=CCC2C1=O (configuration not stated) returned miR-122 sensor -10.
`CCC(=O)Nc1nnc(CSCc2ccccc2)s1` gave miR-122 sensor -4.

Random excerpt: seven entries already listed
COc1cccc(C(c2nnnn2Cc2ccc(F)cc2)N2CCC(C(N)=O)CC2)c1OC (configuration not stated) was read as miR-122 sensor 32.
`COCCN(C(=O)Cc1cccs1)C(C(=O)NCc1ccc(OC)cc1)c1ccc(C)cc1` (configuration not stated) gave miR-122 sensor 19.
`COCON1C(=O)CN(C(C)=O)C1c1ccc(Cl)cc1Cl` (configuration not stated) gave miR-122 sensor 1.
`CCC(=O)Nc1nnc(CSCc2ccccc2)s1` gave miR-122 sensor -4.
For CN(Cc1ccccc1)C(=O)CCCn1c(=O)[nH]c2cc(Cl)ccc2c1=O the results were miR-122 sensor 1.
Screening CCNC(=O)C1(C)CCCN(Cc2cccc(Oc3ccccc3)c2)C1 (configuration not stated) returned miR-122 sensor -2.
For CCOC(=O)c1cc(C)n(Cc2ccc(OCC)c(OC)c2)c1C the results were miR-122 sensor 6.

New compounds follow:
CCOC(=O)C1=C(N)Oc2cc(C)[nH]c(=O)c2C1c1ccncc1 (configuration not stated) was read as miR-122 sensor -1.
`CCN(CC)C(=O)CSc1nnc(-c2cccnc2)n1Cc1ccccc1` gave miR-122 sensor -7.
`Cc1ccc(-n2nc3c(c2NC(=O)C(C)(C)C)CSC3)c(C)c1` gave miR-122 sensor -4.
COc1ccc(CCNC(=O)c2c(O)c3cccc4c3n(c2=O)CC4)cc1OC was read as miR-122 sensor -1.
For COc1ccc(NC(=O)Cn2nnc(C(=O)NCc3ccccc3)c2N)cc1Cl the results were miR-122 sensor -3.
For Cc1cc(NC(=O)CSc2nc(-c3cccnc3)ccc2C#N)no1 the results were miR-122 sensor -9.
Cn1cc(Br)c(C(=O)NNC(=O)c2cccc(Br)c2)n1 was read as miR-122 sensor -3.
`O=C(c1ccc2c(c1)OCO2)N1CCCN(C(=O)c2ccc3c(c2)OCO3)CC1` gave miR-122 sensor -7.
For CCOC(=O)/C(=N/Nc1ccc(C)cc1)S(=O)(=O)c1ccc(Cl)cc1 the results were miR-122 sensor 32.
Screening Cn1c(N)c(C(=O)COC(=O)C2(c3ccccc3F)CCCC2)c(=O)n(C)c1=O returned miR-122 sensor -3.
Screening CCc1cccc(NC(=O)Nc2cccs2)c1 returned miR-122 sensor -2.
CCOC(=O)Cc1csc(SCn2nnc3ccccc3c2=O)n1 was read as miR-122 sensor -6.
`COc1ccc2nc3sc(C(=O)N4CCN(C)CC4)cc3cc2c1` gave miR-122 sensor 0.
Screening CC1(C)CC(=O)c2c(n(-c3cccc4ccccc34)ccc2=O)C1 returned miR-122 sensor 0.
For C(=N\N1CCN(C2c3ccccc3-c3ccccc32)CC1)/c1ccccn1 the results were miR-122 sensor 5.
Oc1ccc(C2Nc3cccc4cccc(c34)N2)c(O)c1 was read as miR-122 sensor -3.
Screening COC(=O)CSC1=C(C#N)C(c2ccccc2OC)C(C(=O)OC)C(=O)N1 (configuration not stated) returned miR-122 sensor -2.
For CC(C)NC(=O)CN(c1cccc(Br)c1)S(C)(=O)=O the results were miR-122 sensor -10.
`Brc1cc(Br)c2nc(-c3cccs3)ccc2c1` gave miR-122 sensor 7.
For CC(O)CNc1nc2ccccc2n1CC(=O)NCCc1ccc(Cl)cc1 (configuration not stated) the results were miR-122 sensor 10.

As a short view, two of the compounds above.
`Brc1cc(Br)c2nc(-c3cccs3)ccc2c1` gave miR-122 sensor 7.
For CC(O)CNc1nc2ccccc2n1CC(=O)NCCc1ccc(Cl)cc1 (configuration not stated) the results were miR-122 sensor 10.

The results go on.
Screening Cc1cc(C)c2c(N)c(C(=O)NCC3CCCCC3)sc2n1 returned miR-122 sensor 24.
Screening CCOC(=O)c1c(C2CC2)csc1NC(C)=O returned miR-122 sensor 10.
`CCCCc1noc2c1/C(=N\O)CC(c1ccccc1)C2` (configuration not stated) gave miR-122 sensor -2.
For COc1cccc(CN(Cc2ccco2)C(c2ccc(F)cc2)c2nnnn2C(C)(C)C)c1 (configuration not stated) the results were miR-122 sensor 20.
`CC(C)OCCCNC(=O)C1CCC(=O)N1C(C)C` (configuration not stated) gave miR-122 sensor 5.
For CCOC(=O)c1ccc(NC(=O)C2CCN(C(=O)c3ccc(OC)c(OC)c3)CC2)cc1 the results were miR-122 sensor -1.
COC(=O)c1sccc1NC(=O)Nc1ccc(Cl)c(Cl)c1 was read as miR-122 sensor -1.
`FC(F)(F)c1ccc(CSc2nccn2-c2ccccc2)cc1` gave miR-122 sensor -6.
Nc1ncc2c(n1)CC(c1ccco1)CC2=O (configuration not stated) was read as miR-122 sensor 0.
For Cc1cc(Oc2ccc(=O)n(C)n2)nc(Oc2ccc(=O)n(C)n2)n1 the results were miR-122 sensor -1.
Screening CC1CN(C(=O)CSc2nnc3c(Cl)cc(Cl)cn23)CC(C)O1 (configuration not stated) returned miR-122 sensor -5.
Screening O=c1nc2n(c3cc(Cl)c(S(=O)(=O)N4CCOCC4)cc13)CCCCC2 returned miR-122 sensor -3.
`CS(=O)(=O)N1CCN(C(=O)c2cc(-c3cccs3)nc3ccccc23)CC1` gave miR-122 sensor 5.
For CNC(=O)CSc1nnnn1CCCOC the results were miR-122 sensor -6.
`COC(=O)c1cc[n+](CC(=O)c2ccccc2)cc1` gave miR-122 sensor -2.
`O=C(NNC(=S)Nc1ccccc1)C1CC1` gave miR-122 sensor -5.
Screening CCN(CC)c1ccc(/C=N/NC(=O)c2ccc3nc[nH]c3c2)c(O)c1 returned miR-122 sensor 3.
Screening COc1cc(NC(=O)Cc2ccccc2)cc(OC)c1 returned miR-122 sensor 19.
For CN1CCN(c2ccccc2NC(=O)c2ccc(OCc3ccccc3)cc2)CC1 the results were miR-122 sensor -6.
Screening O=C(c1ccccc1)c1ccc(OCCCN2CCCCC2)cc1 returned miR-122 sensor -2.
Screening CCOC(=O)C1=C(c2ccccc2)N=C2SCC(=O)N2C1c1ccc2c(c1)OCO2 (configuration not stated) returned miR-122 sensor 3.
O=C(Nc1ccc(N2CCCCC2)cc1)c1cccnc1Cl was read as miR-122 sensor -10.
For O=C(OCc1ccccc1)C1CCCN1C(=O)c1cccs1 (configuration not stated) the results were miR-122 sensor -2.
O=C(Nc1nccs1)c1cccc(N2C(=O)c3cccc4c([N+](=O)[O-])ccc(c34)C2=O)c1 was read as miR-122 sensor 4.
For c1ccc2[nH]c(NCCN3CCOCC3)nc2c1 the results were miR-122 sensor -4.
For CCOc1ccc(C(CCc2ccccc2)NC(=O)c2ccccc2)cc1OCC (configuration not stated) the results were miR-122 sensor -3.
For Cc1ccc(C(C)C)c(OCCN(C)C)c1 the results were miR-122 sensor 4.
`CCSCCOC(=O)C1=C(C)NC(=O)NC1c1cc(OC)ccc1OC` (configuration not stated) gave miR-122 sensor -2.
Cc1ccc(-c2noc(C3CCCN(C(=O)c4ccc(F)cc4F)C3)n2)cc1 (configuration not stated) was read as miR-122 sensor -3.
Screening COCc1cc(=O)n2[nH]c(-c3ccccc3)cc2n1 returned miR-122 sensor 2.
For COc1ccc(C2(O)CC3CCC(C2)N3c2cc(C)nc(-c3ccccc3)n2)cc1 (configuration not stated) the results were miR-122 sensor -2.
C=CCc1c(C)nn(CC(=O)O)c1-c1ccccc1 was read as miR-122 sensor -1.
Cc1cccc(NC(=S)NC(=O)CCc2ccccc2)c1C was read as miR-122 sensor -1.
